Source: PubChem (several laboratories)
Hsp70 activator – Hsp70 transcriptional activators, primary screen, cell-based, HeLa, Hsp70 promoter luciferase, luminescence, 10 µM; actives 0.04% (n = 200,000); AID 1203, 2008; HeLa Hsp70 promoter luciferase reporter; scaled: vehicle 0, proteasome-inhibitor control 100%; activation, % at 10 µM;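 active = activation above the mean across all tested compounds plus 3 SD, cutoff set per campaign, cut at about 5.5% in these data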;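 also: 100% = MG132 at 30 µM as the positive control and 0% = DMSO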
S1P3 antagonist – S1P3 receptor antagonists, primary screen, cell-based | Sphingosine 1-phosphate receptor 3 (Homo sapiens), Q99500 | CHO S1P3 NFAT-BLA reporter, FRET fluorescence, antagonist mode | inhibition, % at 4.98 µM | actives 0.27% (n = 170,000) | AID 485, 2006;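 active = inhibition above the plate cutoff, the mean inhibition of test wells on that plate plus 3 SD, cut at about 28% in these data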;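 also: cells challenged with S1P at its EC80 of 0.8 µM; blue over green emission ratio from cleaved BLA substrate after 4 h stimulation; 0% = S1P-stimulated wells and 100% = unstimulated DMSO-only wells; some compounds past the cut are filed as inactive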
Target sequence (Q99500 whole entry, looked up): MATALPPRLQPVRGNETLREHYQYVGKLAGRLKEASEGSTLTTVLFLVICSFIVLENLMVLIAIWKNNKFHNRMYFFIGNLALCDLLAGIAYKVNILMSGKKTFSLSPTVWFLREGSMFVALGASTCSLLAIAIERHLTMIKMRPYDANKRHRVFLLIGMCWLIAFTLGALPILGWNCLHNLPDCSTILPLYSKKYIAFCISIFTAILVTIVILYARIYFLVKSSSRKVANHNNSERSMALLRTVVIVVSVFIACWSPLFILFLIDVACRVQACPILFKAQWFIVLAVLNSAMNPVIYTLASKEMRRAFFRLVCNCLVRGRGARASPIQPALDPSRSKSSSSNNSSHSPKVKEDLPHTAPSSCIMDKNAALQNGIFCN
PMI act – activators of human PMI, primary screen, biochemical, fluorescence intensity, near-Km mannose 6-phosphate; Mannose-6-phosphate isomerase (Homo sapiens), P34949; actives 0.005% (n = 190,000); purified human PMI, coupled resazurin fluorescence, 20 min; stronger effect = higher value; 1 = vehicle control, 0 substrate-free wells; activation factor at 20 µM;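 active = activation factor of 2 or more at 20 µM, relative to plate controls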
Target sequence (P34949 whole entry, looked up): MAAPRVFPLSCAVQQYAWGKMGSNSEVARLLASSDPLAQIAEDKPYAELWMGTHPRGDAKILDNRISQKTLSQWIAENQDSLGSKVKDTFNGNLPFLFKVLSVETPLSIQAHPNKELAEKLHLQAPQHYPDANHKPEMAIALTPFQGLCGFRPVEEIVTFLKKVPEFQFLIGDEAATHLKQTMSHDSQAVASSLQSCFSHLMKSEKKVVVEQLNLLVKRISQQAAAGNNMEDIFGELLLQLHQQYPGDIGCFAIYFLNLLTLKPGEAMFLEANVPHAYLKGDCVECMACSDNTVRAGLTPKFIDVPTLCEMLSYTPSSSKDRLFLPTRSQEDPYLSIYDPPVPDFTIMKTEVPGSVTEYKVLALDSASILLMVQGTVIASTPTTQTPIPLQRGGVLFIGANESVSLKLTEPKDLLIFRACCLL
DTT redox prof – compounds producing H2O2 with reducing agent – biochemical, NIH compound library profiling, artefact control for MLSCN library redox annotation, primary screen; actives 0.03% (n = 200,000); DTT-dependent redox cycling H2O2, phenol red/HRP absorbance; 100% = 100 µM peroxide control, 0% = buffer; AID 878, 2007; activation, % at 10 µM;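 active = activation of at least 50% relative to the plate's high and low controls in the primary single-dose screen; inactive = activation below 50%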;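 also: compound incubated with DTT at 0.8 mM final as the reducing agent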
PMI act satM6P – human PMI activators, high substrate, primary screen, biochemical, fluorescence intensity, near-saturating mannose 6-phosphate | Mannose-6-phosphate isomerase (Homo sapiens), P34949 | coupled PMI enzyme assay, resazurin fluorescence, 20 min; stronger effect = higher value; 1 = untreated enzyme, 0 = substrate-free blank | activation factor at 20 µM | actives 0.34% (n = 190,000) | AID 1216, 2008;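 active = activation factor of 2 or more at 20 µM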
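Test system: human phosphomannose isomerase with PGI, G6PDH, diaphorase coupling enzymes / Doses: 20 µM compound, 1% DMSO / Times: enzyme reaction with compound 20 min at room temperature / Measured by: Diaphorase-driven resazurin-to-resorufin fluorescence, excitation 544, emission 590 nm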
TNAP inh noacc – human TNAP enzyme inhibitors, primary screen, biochemical, luminescent, no phosphate acceptor, uHTS | purified TNAP, CDP-star luminescence, 30 min | actives 0.26% (n = 200,000) | inhibition, % at 20 µM | Alkaline phosphatase, tissue-nonspecific isozyme (Homo sapiens), P05186;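 active = tissue-nonspecific alkaline phosphatase inhibition above about 50% at 20 µM in the single-dose screen, limit read from the data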;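 also: 0% = DMSO negative control and 100% = EDTA positive control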
TNAP inh hi DEA – human TNAP enzyme inhibitors, primary screen, biochemical, luminescent, high phosphate acceptor level, uHTS; purified TNAP, CDP-star luminescence, 1 M DEA; inhibition, % at 20 µM; actives 0.03% (n = 200,000); AID 1135, 2008;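 active = over 50% inhibition of tissue-nonspecific alkaline phosphatase at 20 µM in the single-dose screen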;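 also: plate controls were DMSO wells for no effect and EDTA-quenched wells as full inhibition for full effect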
Lmaj promast – Leishmania major promastigote growth inhibition, primary screen. Leishmania major promastigotes, resazurin fluorescence viability. inhibition, % at 10 µM. actives 9% (n = 200,000); in the data active = inhibition above about 50%;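 also: promastigotes grown with compound for 44 hours at 28 °C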
RAM network inh – inhibitors of the yeast RAM network, primary screen, dse1pr::URA3 reporter, 5-FOA selection; S. cerevisiae dse1pr::URA3 reporter, 5-FOA growth OD615, 2 d; analog-sensitive cbk1-as2 kinase mutant strain; inhibition, % at 50 µM; actives 1.8% (n = 190,000); AID 868, 2007;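 active = inhibition above a set limit, 3 SD over mean compound inhibition, cut at about 8.4% in these data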;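 also: 0% = DMSO-only wells with no growth and 100% = 10 µM 1-NA-PP1 full growth; inhibition rescues growth on 5-FOA so higher OD means more RAM inhibition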
Efa HMGR inh – inhibitors of E. faecalis class II HMGR, primary screen, biochemical, Enterococcus faecalis; AID 1066, 2008; inhibition, % at 10 µM; purified E. faecalis HMGR, NADPH absorbance 340 nm kinetic; actives 0.41% (n = 190,000); HMG-CoA reductase (Enterococcus faecalis, mvaE);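 active = inhibition above a set limit, the median over all tested compounds plus 3 SD, cut at about 9.5% in these data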;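 also: enzyme runs in reverse so mevalonate oxidation gives rising NADPH absorbance; 0% = complete reaction with DMSO and 100% = background rate lacking mevalonate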
The depositor's hits bear a star; x = not tested or not shown.

SMILES	Hsp70 activator	S1P3 antagonist	PMI act	DTT redox prof	PMI act satM6P	TNAP inh noacc	TNAP inh hi DEA	Lmaj promast	RAM network inh	Efa HMGR inh
O=C(CN1CCN(Cc2ccc(F)cc2)C1=O)NCc1cccs1	x	-21.0	1.1	-1.5	1	32.6	-2.1	-10.0	-0.7	-9.4
O=C1/C(=C\c2ccccn2)SC(=S)N1Nc1ncc(C(F)(F)F)cc1Cl	-0.1	x	1	-0.3	1	12.3	3.6	-5.1	-1.3	-1.4
CCOc1cc(/C=N/NC(=O)c2nn(C)cc2Br)ccc1OCc1ccccc1Cl	-0.5	-17.9	1	-0.5	0.9	-9.7	-6.5	71.6*	1.4	2.8
Cc1cc(C)nc(N/N=C2/CCCC/C2=C\c2ccccc2)n1	-0.2	-6.8	0.8	0.3	0.8	-6.8	-2.6	99.8*	-0.3	13.6*
O=C(/C=C/c1ccc([N+](=O)[O-])s1)N1CCCCC1	-0.1	-2.1	1.2	-0.8	1	-6.7	0.5	98.4*	0.1	-4.2
CCC(=O)Nc1ccc2nc(SCC(=O)N3CCCC3)sc2c1	-0.1	16.1	0.9	2.5	0.9	-14.1	-6.3	13.5	-1.2	3.8
N#CCCN(Cc1cccnc1)C(=O)Nc1ccc(Cl)c(Cl)c1	-0.1	-9.2	0.8	2.6	0.9	-5.8	-4.4	94.6*	2.6	0.2
CC(=O)Oc1ccc2oc(=O)c3c(c2c1)CCCN3C(=O)CN1CCOCC1	-0.4	-3.9	1	-0.9	1.1	-10.6	-3.3	-10.3	0.5	-0.5
O=S(=O)(NC(=NCCc1ccc(Cl)cc1)c1ccccc1Cl)c1cccs1	-0.2	11.8	0.8	-0.6	0.8	-4.0	-3.1	99.9*	4.2	-10.6
COC(=O)[C@H](C(C)C)n1c(C)c(C(C)=O)c(C(C)=O)c1C	0.0	-2.8	0.9	-4.6	0.9	-7.4	-0.7	-4.7	0.5	-4.9
COc1ccc(CCN2C(=O)c3[nH]nc(-c4ccccc4O)c3C2c2cccc(O)c2)cc1OC (stereo unspecified)	-0.4	2.7	1	-3.8	0.9	-113.2	-2.6	-5.0	0.7	-2.0
Cc1ccc(Cn2ccc(O)c(Cc3ccccc3)c2=O)cc1	-0.1	-0.7	1	-0.7	1	-11.2	-5.7	5.2	3.4	-4.6
Cc1cc(C)n(-c2nc3c(c(=O)[nH]c(=O)n3C)n2CC(O)COc2ccc(Cl)cc2Cl)n1 (stereo unspecified)	-0.1	x	1	2.7	1	-3.6	-5.2	-1.0	3.6	-3.5
COc1ccc(-c2csc(N3CCN(c4cc(C)nc5ccccc45)CC3)n2)cc1OC	-0.6	-3.2	0.9	-0.3	1	-8.6	-3.9	47.4	1.2	-7.9
N#Cc1c2n(c(=O)[nH]c1=O)CCCCC2	0.2	x	1	6.2	0.9	-6.9	-0.1	32.9	3.4	-0.7
Cc1ccc2nc(NC(=O)[C@H](C)N3C(=O)C4CC=CCC4C3=O)sc2c1 (stereo partly specified)	-0.3	-18.1	0.8	0.3	0.9	1.2	-1.6	9.2	1.8	1.7
O=C(Nc1nc(-c2ccccn2)cs1)c1ccc(Br)s1	-0.1	x	1.1	0.5	1.1	-12.7	-7.3	100.4*	-1.6	0.1
O=C(/C=C/c1ccc(Br)o1)NC(c1ccccc1)c1ccccc1	0.3	0.2	0.9	1.1	1	4.9	-0.2	11.0	3.9	2.4
S=C(NCCCNC(=S)Nc1ccccc1)Nc1ccccc1	-0.3	3.0	0.9	-0.2	0.9	-5.1	-4.7	-1.5	1.3	0.0
O=[n+]1cc(-c2ccccc2)n([O-])c2c1CCC2	-0.3	25.0	0.9	0.1	1	-7.8	-2.9	-2.8	-0.5	0.4
O=C(Nc1nccs1)c1cc(Cl)ccc1[N+](=O)[O-]	-0.4	4.5	0.9	0.2	0.9	-5.6	-2.9	2.0	0.8	2.5
Cc1ccc(NC(=O)c2ccc(S(=O)(=O)C(F)F)cc2)c(C)c1	-0.4	-9.0	0.9	0.4	1	-2.6	-0.3	2.8	0.4	-3.5
O=C(CCCNc1ccccc1)N/N=C/c1cccs1	0.2	-0.1	0.8	-0.1	0.8	-5.8	-3.1	1.6	0.2	-0.3
CCN1C(=O)/C(=C/c2cnn(CC)c2C)SC1=S	0.0	3.3	1	-0.3	0.9	-4.5	0.7	-6.0	1.6	-1.2
CCCC(c1c(C)n(C)n(-c2ccccc2)c1=O)c1c(C)n(C)n(-c2ccccc2)c1=O	-0.2	-5.5	1	-1.3	1	-18.3	-7.9	1.7	0.8	6.9
COc1ccc(S(=O)(=O)N2Cc3ccccc3CC2C(=O)Nc2ccc3c(c2)OCO3)cc1 (stereo unspecified)	-0.3	x	0.9	0.8	1	-5.8	1.6	19.1	2.7	-0.4
CC1(C)CC(NC(=S)Nc2ccc([N+](=O)[O-])cc2)CC(C)(C)N1	-0.2	-11.0	0.8	-1.9	0.9	-4.6	-3.5	10.4	1.8	-4.6
CNC(=S)N1C2CCC1CC(NC(=O)NC13CC4CC(CC(C4)C1)C3)C2 (stereo unspecified)	-0.3	x	1	-1.9	1	-6.4	-1.0	-6.0	1.6	0.2
Cc1ccc(N=C2NC(=O)C(CC(=O)NCc3ccccc3)S2)cc1C (stereo unspecified)	-0.2	-11.8	1.1	0.1	1.1	35.4	0.1	-5.3	3.2	-0.2
CCNC(=S)NNc1nc(N2CCCCC2)nc(N2CCOCC2)n1	-0.3	-4.2	0.9	-0.2	0.9	-104.2	-1.7	-4.2	-0.3	5.7
CC(=O)c1ccc2c3c(cccc13)C(=O)N(c1c(C)nn(C)c1C)C2=O	-0.2	-1.6	0.3	2.4	0.5	-6.6	-5.9	1.7	1.2	-0.5
CCOC(=O)C1=C(C)C2C3C(=O)N(c4ccc(C)cc4C)C(=O)C3C1(C)C1C(=O)N(c3ccc(C)cc3C)C(=O)C21 (stereo unspecified)	-0.2	-11.0	1	0.7	0.9	-9.1	-7.8	74.4*	5.7	4.2
COc1ccc(N2C(=O)CCC(C(=O)NCCN3CCOCC3)C2c2ccc(OC)c(OC)c2)cc1 (stereo unspecified)	0.0	-31.4	0.8	-0.4	0.8	-14.0	-8.6	-3.5	1.3	-7.4
CN(C)C(=O)N1CCC(C(=O)NCC2CCCO2)CC1 (stereo unspecified)	-0.5	-14.7	0.9	-0.8	0.9	-3.2	-2.4	-5.2	1.2	-3.2
CCS(=O)(=O)N1CCC(C(=O)NCc2ccc(F)cc2)CC1	0.1	-0.2	1	0.0	1	-26.1	-5.3	-4.0	0.9	-4.5
Cc1cc(-c2c(C)[nH]n(-c3ccc(Cl)cc3)c2=O)n(-c2ccc(Cl)cc2)n1	-0.5	x	0.9	0.5	0.9	-7.0	-4.9	-11.3	1.4	-3.7
CCN(CC)c1ccc(/C=N/NC(=O)CNC(=O)c2ccccn2)cc1	-0.1	11.5	1	-0.6	1.1	-6.5	0.5	0.3	-0.5	-2.0
O=C(NCCOC(=O)c1ccc(S(=O)(=O)N2CCOCC2)cc1)c1cccnc1	-0.4	x	1	-0.6	1	-8.6	-0.3	-8.2	1.1	-4.4
CC1(C)CC2CC(C)(CN2C(=O)Cc2ccccc2)C1 (stereo unspecified)	-0.1	x	1.1	0.5	1.2	-2.3	6.1	17.8	0.4	2.6
CCOc1ccc(NC(=O)NCC2CCN(c3ccc(OC)cc3)C2)cc1 (stereo unspecified)	-0.2	x	0.8	-0.2	0.8	-5.0	-6.1	1.2	2.2	0.3

Pulled one by one from above (2):
SMILES	Hsp70 activator	S1P3 antagonist	PMI act	DTT redox prof	PMI act satM6P	TNAP inh noacc	TNAP inh hi DEA	Lmaj promast	RAM network inh	Efa HMGR inh
CC1(C)CC(NC(=S)Nc2ccc([N+](=O)[O-])cc2)CC(C)(C)N1	-0.2	-11.0	0.8	-1.9	0.9	-4.6	-3.5	10.4	1.8	-4.6
CCC(=O)Nc1ccc2nc(SCC(=O)N3CCCC3)sc2c1	-0.1	16.1	0.9	2.5	0.9	-14.1	-6.3	13.5	-1.2	3.8

(list continues)
SMILES	Hsp70 activator	S1P3 antagonist	PMI act	DTT redox prof	PMI act satM6P	TNAP inh noacc	TNAP inh hi DEA	Lmaj promast	RAM network inh	Efa HMGR inh
COc1ccc(/C=N/c2nc3ccccc3n2C)cc1OC	0.2	-38.5	1	2.3	0.9	-0.3	-6.2	7.8	0.8	7.4
Cc1ccc(-n2nnnc2SCC(=O)NC2CCCc3ccccc32)cc1 (stereo unspecified)	0.1	-1.0	0.8	0.0	0.9	-14.9	-3.2	0.4	4.8	-3.4
O=[N+]([O-])c1ccc(N2CCN(CCO)CC2)cc1Sc1ccccn1	-0.2	-7.8	1	-2.5	0.9	6.6	5.4	7.3	4.2	5.6
NS(=O)(=O)c1ccc(CCN=C(NS(=O)(=O)c2cccs2)c2ccccc2)cc1	-0.2	-13.2	1	0.4	1	-40.0	-0.2	-8.7	3.1	-15.8
C=CCn1c(CNC(=O)c2ccccc2F)nnc1SCC(=O)NC(C)c1ccccc1 (stereo unspecified)	-0.4	-11.0	0.9	0.1	1	-11.0	-6.8	0.1	1.5	1.4
CCCCOC(=O)CCc1c(C)[nH]c(=O)c(C#N)c1C	-0.2	-23.3	1	1.3	1	-6.8	-5.4	-3.7	3.9	0.9
Cc1ccc(SCc2cc(=O)c3c(=O)n(-c4ccccc4)[nH]c3[nH]2)cc1	-0.2	7.9	1	-0.3	0.9	-3.7	-0.7	-0.1	0.0	0.4
Clc1cccc(OCCCN2CCCC2)c1Cl	-0.2	-9.5	1.1	0.2	1.1	-5.4	0.4	1.4	2.0	-0.9
CC1=C(C(=O)Nc2cccnc2)C(c2cccnc2)n2ncnc2N1 (stereo unspecified)	-0.5	-19.1	1.1	-0.1	1.1	-9.3	-6.8	3.7	2.8	5.7
Cn1c(SCC(=O)N/N=C/C=C\c2ccccc2[N+](=O)[O-])nc2ccccc21	-0.3	-3.8	1	-0.4	0.9	-27.3	4.3	2.7	2.0	-4.4
COc1cc(/C=C2\SC(=S)N(CCC(=O)Nc3ccccc3)C2=O)cc(OC)c1OC	-0.3	-10.9	0.9	-0.7	0.9	5.6	3.9	8.9	4.9	-6.8
O=C(CCN1CCCCC1)N=Nc1c(O)[nH]c2ccccc12	0.0	-16.2	1	-1.4	1	0.3	-2.4	11.4	3.1	-3.8
